# Source: PubChem
# MOR-DOR inv ag: inverse agonists of human mu-delta opioid receptor heterodimerization; P35372+P41143; cell-based MOR-DOR heterodimer luminescence, inverse agonism; inhibition, % at 9.3 µM; hit rate 0.21% among 340,000; AID 504357; in the data active means inhibition above about 22%, passing the limit was not always enough;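 further: 0% = cells with DMSO and 100% = wells without cells with DMSO; values of inactives mirror those of a sister screen read the other way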
# phage Ecoli inh: E. coli growth loss with phage present | growth absorbance | inhibition, % at 11.9 µM | hit rate 0.26% among 360,000; in the data active means inhibition above about 11%
# Arrestin-AP2 inh: human beta-arrestin and AP2 interaction inhibition | FITC-arrestin peptide / GST-AP2 beads, flow cytometry; AP2 beta2 appendage carries R879A mutation | inhibition, % at 10 µM | hit rate 0.31% among 340,000 | AID 504490;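 active means inhibition above a set limit, near 3 SD of compounds lacking own fluorescence, cut at about 54% in these data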;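 further: plate controls were DMSO wells for no effect and 5 µM unlabelled arrestin peptide for full effect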
#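 System: GST-AP2 R879A glutathione beads | Also added: FITC-arrestin peptide, 50 nM | Times: 12 min plus 1 h, RT | Signal: Bead flow cytometry, FITC channel | Buffer or medium: PBS with 0.05% Tween 20 and 0.1% BSA | Read-out basis: Percent drop in bead-associated FITC signal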
# PfHsp90 yeast 2: inhibits growth of yeast expressing Plasmodium falciparum Hsp90; S. cerevisiae expressing PfHsp90, BacTiter-Glo ATP, 48 h; yeast lacking PDR1 and PDR3 efflux regulators; inhibition, % at 9.4 µM; hit rate 0.32% among 310,000;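 active means every replicate shows inhibition above about 80%, whatever the replicate mean, limit read from the data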;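 further: 0% = DMSO neutral controls and 100% = 20 µM radicicol positive controls; yeast relying on Plasmodium falciparum Hsp90 in place of its own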
# PKA-R1A activ: activators of PKA-R1A complex; P00514+P68181; PKA-R1A dissociation, Cy5-IP20 fluorescence polarization; scaled: DMSO 0%, 113 µM cGMP 100%; activation, % at 11.4 µM; hit rate 0.083% among 340,000;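 active means percent activation above the mean of all tested compounds plus 3 SD, cut at about 19% in these data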;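 further: higher means more PKAc released from R1A so a rise in polarization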
# Pemphigus Ab inh: human desmoglein-3 autoantibody binding inhibition. AID 588358. binding (percent of control), % at 10 µM. P32926. hit rate 0.48% among 310,000. DSG3-coupled beads, scFv-anti-DSG3-GFP binding, flow cytometry; stronger effect = lower value;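 active means binding more than 3 SD below its plate's average and above zero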;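 further: hits lower antibody fragment binding to DSG3; some compounds called inactive have numbers as strong as hits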
# Target sequence (P32926 whole entry, looked up, the tested form may be a part): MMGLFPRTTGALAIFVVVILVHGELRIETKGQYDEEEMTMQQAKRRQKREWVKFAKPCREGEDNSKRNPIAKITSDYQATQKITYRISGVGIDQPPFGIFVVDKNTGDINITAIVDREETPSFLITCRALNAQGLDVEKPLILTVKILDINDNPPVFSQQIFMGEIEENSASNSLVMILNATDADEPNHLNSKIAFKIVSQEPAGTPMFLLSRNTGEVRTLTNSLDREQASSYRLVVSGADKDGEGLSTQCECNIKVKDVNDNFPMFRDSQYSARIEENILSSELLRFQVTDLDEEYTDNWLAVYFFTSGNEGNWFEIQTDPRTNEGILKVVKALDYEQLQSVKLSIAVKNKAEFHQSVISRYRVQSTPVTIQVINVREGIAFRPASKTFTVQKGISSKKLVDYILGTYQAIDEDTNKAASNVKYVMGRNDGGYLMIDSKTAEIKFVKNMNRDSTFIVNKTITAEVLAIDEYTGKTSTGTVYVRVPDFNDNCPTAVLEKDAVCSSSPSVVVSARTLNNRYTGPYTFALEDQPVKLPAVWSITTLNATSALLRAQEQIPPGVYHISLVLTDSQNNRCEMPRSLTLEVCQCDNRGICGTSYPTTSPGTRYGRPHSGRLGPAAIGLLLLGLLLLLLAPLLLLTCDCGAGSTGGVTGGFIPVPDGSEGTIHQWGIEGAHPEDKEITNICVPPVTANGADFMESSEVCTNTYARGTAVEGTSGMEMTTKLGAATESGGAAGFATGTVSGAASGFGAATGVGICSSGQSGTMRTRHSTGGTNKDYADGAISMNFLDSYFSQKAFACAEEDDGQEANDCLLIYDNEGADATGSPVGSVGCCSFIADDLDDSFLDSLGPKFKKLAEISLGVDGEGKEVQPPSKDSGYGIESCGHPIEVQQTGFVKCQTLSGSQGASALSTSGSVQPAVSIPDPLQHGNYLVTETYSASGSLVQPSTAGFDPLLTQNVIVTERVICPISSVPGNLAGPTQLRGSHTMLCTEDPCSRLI
# Tat export inh: E. coli Tat transport inhibition; inhibition, % at 10 µM; hit rate 0.036% among 340,000; E. coli MC4100 TorA-mCherry Tat export, fluorescence;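 active means mean replicate inhibition at least 50% and at least half of replicates individually reaching 50%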;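 further: exported cargo escapes ClpAP degradation while cytoplasmic cargo is degraded and loses fluorescence; 0% = median of neutral control wells and 100% = median of NaSCN control wells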
# SUMO Mot1 rescue: SUMOylation pathway inhibition by Mot1-301 growth rescue. growth rescue, % at 18.8 µM. hit rate 1% among 320,000. AID 2716. S. cerevisiae Mot1-301 growth rescue, ATP luminescence, 38.5C; percent above DMSO median, 100 means doubled;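 active means every valid replicate shows activation above 250% relative to neutral control wells; inactive means the rest, any valid replicate at or below 250%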;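 further: OY570 slx delta 5 strain wells were the positive control but not used for scaling; some compounds called inactive have numbers as strong as hits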
# MOR-DOR ag: agonists of human mu-delta opioid receptor heterodimerization. AID 504326. P35372+P41143. hit rate 0.3% among 340,000. activation, % at 9.3 µM. cells, OPRM1-OPRD1 heterodimerization, luminescence; in the data active means activation above about 18%;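 further: 0% = vehicle-treated cells and 100% = reference agonist; values of inactives mirror those of a sister screen read the other way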
# Ecoli viability: counter-screen for AddAB inhibitors: E. coli growth inhibition | E. coli V3065 growth, OD600 absorbance, 18 h | hit rate 0.27% among 330,000 | inhibition, % at 11.9 µM | AID 449728;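 active means inhibition above the campaign's mean inhibition across all tested compounds plus 3 SD, cut at about 9.9% in these data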;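 further: uninfected addAB+ strain grown without phage in ampicillin broth; 0% = DMSO wells and 100% = ciprofloxacin 0.95 µg/ml wells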
# AddAB inh: less growth of phage-infected E. coli with AddAB; E. coli expressing H. pylori AddAB, absorbance growth; AID 435030; hit rate 0.29% among 330,000; inhibition, % at 11.9 µM; in the data active means inhibition above about 12%;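 further: 0% = vehicle wells of infected cells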
# An asterisk follows results filed as active; . = no result given; & = joins results of further samples.
SMILES,MOR-DOR inv ag,phage Ecoli inh,Arrestin-AP2 inh,PfHsp90 yeast 2,PKA-R1A activ,Pemphigus Ab inh,Tat export inh,SUMO Mot1 rescue,MOR-DOR ag,Ecoli viability,AddAB inh
O=C(Nc1cccc(Cl)c1)NC1CCN(C2CCCCC2)C1 (stereo not drawn),-5,3.5,0,-17,9,98,-5,-9,1.0,-1.9,-0.1
Cc1sc(-c2ccccn2)nc1OC(=O)c1ccc(Cl)c(Cl)c1,14,0.7,-3,.,-1,89,1,.,-2.9,-2.2,1.5
COc1cccc2c3c(c(C)nc12)CC(C)O3 (stereo not drawn),16,3.3,-6,7,-2,76,5,-9,-2.8,-1.2,1.5
CCCCN(C(=S)Nc1cccc(C)c1C)c1c(N)n(CCC)c(=O)[nH]c1=O,8,0.9,9,1,-9,98,3,-2,-1.7,-3.0,-0.8
CC1Oc2ccccc2C=C1/C=C1/SC(N2CCOCC2)=NC1=O (stereo not drawn),11,1.8,17,-1,-3,96,7,324,-1.9,0.1,1.1
CC(C)n1cnnc1SCC(=O)Nc1ccc(Br)cc1F,6,2.3,4,-10,1,105,9,304,-1.3,-1.0,6.8
O=C(NC1CCCCC1)C1CCCN1C(=O)Nc1ccccc1 (stereo not drawn),7,1.4,-5,8,-15,92,-1,3,-1.1,-0.3,3.4
CCn1nnnc1SCC(=O)Nc1cc(OC)cc(OC)c1,14,1.7,27,22,1,96,-5,-14,-2.7,0.9,2.1
COc1ccc(/C=N/NC(=O)C2CCN(c3ncc(C(F)(F)F)cc3Cl)CC2)cc1,9,-1.5,11,-3,-1,102,2,.,-1.8,-1.1,1.0
COc1cc(OC)cc(C(=O)N2CCN(C3CCN(Cc4ccccc4)CC3)CC2)c1,13,-3.5,1,2,-10,112,1,23,-2.3,1.2,-2.5
CCOC(=O)C1=C(C)N(CCCC(=O)O)C(=O)NC1c1cccs1 (stereo not drawn),11,1.0,0,-2,0,108,-6,66,-1.9,-0.6,-2.1
Cc1cc(CSC(=N)N)c(CSC(=N)N)cc1C,17,4.5,21,19,-9,106,-2,29,-3.5,0.7,5.1
O=C(O)C1Cc2ccccc2CN1C(=O)CSc1nnc2ccccn12 (stereo not drawn),13,0.9,-10,17,2,112,-2,-4,-2.8,-0.3,1.3
CCOC(=O)C1=NNC(C(=O)c2ccc(Cl)cc2)C1c1ccccc1 (stereo not drawn),13,3.3,18,8,-7,94,-2,-6,-2.1,2.6,1.4
O=C(Cn1c(O)c(/C=C2\C=Nc3ccccc32)sc1=O)N1CCOCC1,6,3.7,-14,3,-15,101,5,-7,-1.2,0.1,2.5
O=C(Nc1ccccc1C(F)(F)F)c1ccccc1Br,5,0.2,-3,9,5,.,-4,-4,-1.0,-1.2,3.3
Cc1cccc(C)c1OCC(=O)Nc1ccccc1C(=O)N1CCOCC1,5,-1.6,13,23,-10,108,5,12,-1.0,0.0,1.5
COc1ccc(N2CCN(C(=O)/C=C/c3ccco3)CC2)cc1,7,0.7,25,3,0,101,-2,-13,-1.5,2.5,4.2
COc1ccc(-n2c(SCC(=O)N3CCc4ccccc43)nnc2-c2c[nH]c3ccccc23)cc1,5,0.0,28,-71,4,91,-2,-9,-0.9,-0.5,-3.2
CCN(CC(=O)N1CCc2ccccc2C1)S(=O)(=O)c1ccc2ccccc2c1,-1,3.5,4,.,-1,103,1,-2,0.1,-1.5,2.1
CC1Cc2ccccc2N1c1ncnc(N)c1[N+](=O)[O-] (stereo not drawn),9,-1.4,8,6,-16,100,-4,19,-1.7,-0.5,1.9
CCOC(=O)N1CCc2c(sc(N)c2C#N)C1,.,1.4,4,.,.,106,.,6,.,-1.0,1.8
CCCCn1c(CCNC(=O)c2cccs2)nc2ccccc21,10,-0.6,-7,12,-3,102,2,-19,-1.9,-1.7,0.8
Cc1cc(NC(=O)CSc2sc3c(O)cc(=O)[nH]c3c2C#N)ccc1Br,9,0.5,27,-18,-3,.,-15,319,-1.2,-2.7,1.8
O=C(Nc1cccc2ccccc12)NC(Cc1ccccc1)C(=O)O (stereo not drawn),5,3.6,0,1,-10,107,2,-18,-1.0,-2.4,-1.9
COc1cccc(C2=NOC(C(=O)Nc3cccnc3Cl)C2)c1 (stereo not drawn),15,3.4,-2,-11,-2,96,-3,-12,-3.0,1.1,2.5
Cc1ccc(-n2c(C)cc(/C=N/NC(=O)CN(c3ccc(C)cc3C)S(C)(=O)=O)c2C)cc1,3,2.9,31,-9,-7,93,-2,-3,-0.6,-0.7,3.5
CSc1ccc(C2=C/C(=C3/SC(=S)NC3=O)c3ccccc3O2)cc1,14,1.9,5,8,-7,81*,-7,.,-2.7,.,.
CN(C)c1nc2sc3c(c2c(=O)n1C)CC(C)(C)OC3,1,3.8,6,13,-9,98,-2,3,-0.3,0.5,3.6
c1ccc(CCC2=NCCn3cccc32)cc1,5&19,0.5&0.0,22&-9,27,4&-1,122&120,10&10,5,-1.0&-4.2,-0.9,0.4
O=C(Cn1c(=O)c2c(ncn2Cc2ccccc2)n(Cc2ccccc2)c1=O)NC1CC1,16,2.0,5,6,4,103,2,7,-2.9,-1.2,1.3
CCOc1ccccc1NC(=O)C1CC2CCCC(C1)C2=O (stereo not drawn),19,2.8,1,.,1,110,9,-1,-4.2,-0.8,1.4
CCC(C)Nc1nc(N)c([N+](=O)[O-])c(Nc2cc(OC)ccc2OC)n1 (stereo not drawn),-3,0.5,4,-135,-11,105,-3,-15,0.6,0.2,1.6
COc1ccccc1C(=O)Nc1c2c(nn1-c1ccc(Cl)cc1)CS(=O)(=O)C2,11,1.5,2,-11,-14,100,25,17,-3.3,-0.7,-1.1
CC(=O)N1c2ccc(S(=O)(=O)N(C)Cc3ccco3)cc2CC1C (stereo not drawn),13,0.8,48,-7,-5,100,-3,5,-2.4,-4.1,4.4
CC(=O)Nc1cc(C(=O)OCc2cccc([N+](=O)[O-])c2)ccc1C,8,4.7,-12,-6,-6,92,-9,13,-1.6,-1.3,2.2
COCC(=O)Nc1cccc(C(F)(F)F)c1,12,1.9,14,56,6,103,1,16,-2.4,0.1,2.9
COC(=O)CN1C(=S)N(c2ccc(F)cc2)C(=O)C1CC(=O)Nc1ccc(F)cc1 (stereo not drawn),2,2.2,6,11,-4,104,-2,12,-0.3,0.0,1.6
Cc1ccccc1C(=O)NC(=S)NCc1ccccc1,-5,1.9,10,4,7,108,3,-6,1.2,0.9,-2.2
O=C(Cc1ccc(N2CCNC2=O)cc1)N1CCCC(Nc2cccc(F)c2)C1 (stereo not drawn),14,2.7,-13,14,-7,.,5,-4,-2.6,1.4,1.7
CCOC(=O)C1CCN(S(=O)(=O)c2cccc(-c3cn4cc(C)ccc4n3)c2)CC1,-13,0.7,-6,-1,4,103,-1,1,2.2,1.5,1.5
O=C(COc1ccccc1[N+](=O)[O-])N(Cc1ccco1)C1CCS(=O)(=O)C1 (stereo not drawn),19,-1.4,7,12,14,102,-15,1,-3.7,-2.1,3.3
COc1cc(NS(=O)(=O)c2ccc(NC(=O)/C(=C\c3ccccc3OC)NC(=O)c3ccccc3)cc2)nc(OC)n1,2,3.1,-1,-19,-13,100,-8,40,-0.3,-0.8,4.1
O=C(Nc1cccc(F)c1)NC1CCCCCCC1,-12,7.1,-3,5,4,98,4,3,1.7,.,.
CC(C)(C)c1ccccc1NC(=S)NCc1ccccc1,8,1.3,3,-17,1,109,4,-4,-1.7,-0.4,2.5
Cc1c(NC(=O)c2c(N)sc3c2CCCC3)c(=O)n(-c2ccccc2)n1C,4,1.3,18,-24,-1,102,0,2,-0.7,1.1,3.0
COCCCNC(=O)CN(c1cc(Cl)ccc1OC)S(=O)(=O)c1ccc(C)c([N+](=O)[O-])c1,21,4.8,-3,-34,1,105,7,45,-4.1,-3.5,1.1
COc1cccc(NC(=O)c2nc3nc(C)cc(C(F)F)n3n2)c1,15,1.1,-2,0,-15,106,8,20,-2.9,1.2,4.1
CCNS(=O)(=O)c1ccc(CCC(=O)N2CCN(Cc3ccccc3)CC2)cc1,17,0.8,-11,11,9,109,4,-6,-3.4,0.5,0.3
CC[N+](CC)(CC(=O)Nc1c(C)cccc1C)Cc1ccccc1,10,1.9,-2,10,2,114,8,-5,-1.9,1.4,1.8
COc1ccccc1OCCNC(=O)CCNC(=O)c1ccccc1OC,14,3.6,13,18,3,97,-4,29,-3.6,0.9,2.5
CSc1ccc(/C=N/Nc2nc(C)cc(=O)[nH]2)cc1,16,1.6,10,9,-5,105,0,6,-3.2,2.6,0.0
O=C(COC(=O)Cc1ccc(Cl)cc1)Nc1cc(S(=O)(=O)N2CCOCC2)ccc1N1CCCC1,-12,3.6,17,-17,-14,108,-5,-20,2.5,-1.0,2.7
CCCOC(=O)Cn1cnc2scc(-c3ccc(OC)cc3)c2c1=O,15,2.1,-7,-5,1,99,-2,-4,-3.0,1.7,3.5
O=C(O)c1ccc(S(=O)(=O)c2ccc3c(c2)C(=O)N(NC(=O)c2ccncc2)C3=O)cc1,10,4.1,-8,-1,-12,103,-6,-8,-1.8,-2.0,-1.4
COc1ccccc1NC(=O)c1c(O)c2ccccc2[nH]c1=O,4,3.4,17,-9,0,95,-10,-7,-0.7,1.4,-0.9
CC1=CC(=O)C2=C(C)CC[C@@H]3[C@H](OC(=O)[C@H]3C)[C@@H]12,7,2.9,-2,3,-2,105,2,-4,-1.1,-0.2,-1.8
COCCNC(=S)N(CCc1c(C)[nH]c2ccc(C)cc12)Cc1cccnc1,11,2.3,26,22,1,96,-3,55,-2.2,1.4,-2.2
COc1ccccc1NC(C)=[N+](C)CCNS(=O)(=O)c1ccc(Cl)cc1,-6,-0.5,0,-22,2,103,-7,3,1.2,3.9,1.5
CC(C)C(c1nnnn1Cc1ccco1)N1CCN(c2cccc(Cl)c2)CC1 (stereo not drawn),-23,0.5,-6,5,5,103,35,-23,4.3,1.2,-0.5
CC1=CC(C)(C)N2C(=O)C(=Nc3ccc(O)cc3)c3cccc1c32,-21,-0.1,37,2,6,88,1,-11,4.0,0.3,-1.2
CNS(=O)(=O)c1ccc2c(c1)oc(=O)c1cc(S(=O)(=O)NC)ccc12,8,2.0,25,2,-9,105,-8,6,-1.5,2.3,3.6

# Not a hit list; about 2.8% have a hit in one of these screens.
